# Compound activity (PubChem BioAssay)
# BoNT A protease: BoNT A light chain protease inhibition. multiplex microsphere protease substrate cleavage, flow cytometry. AID 588499. inhibition, % at 10 µM. 360,000 compounds, 0.17% hits; note: plate controls were buffer without enzyme for full effect and enzyme alone for no effect
# BH1578 lux ind: induces V. cholerae light production without autoinducers; V. cholerae BH1578 lux reporter, luminescence, 6 h; activation, % at 18.7 µM; 350,000 compounds, 0.16% hits; in the data active = activation mostly above about 9.7%, no sharp cut-off; inconclusive = no clear call, values can overlap the other calls; inactive = mostly below about 3.7%; note: not every result past the cut was called active; inactives centre near 0; reference of the scale not given here
# PrPC TRFRET: reduces human prion protein on the cell surface; P04156; cell surface PrPC, TR-FRET read-out; inhibition, % at 13.8 µM; 370,000 compounds, 0.43% hits; in the data active = inhibition above about 24%; note: 0% = median of the test wells and 100% = reference compound wells
# PriA SSB inh: K. pneumoniae PriA-SSBct interaction inhibition | AlphaScreen SSBct-PriA binding, biotinylated peptide | inhibition, % at 33 µM | AID 1272365 | 430,000 compounds, 0.6% hits; in the data active = inhibition mostly above about 37%, no sharp cut-off; inactive = mostly below about 20%;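 note: plate controls were negative control peptide for no effect and reference peptide for full effect; strong numbers were not always called active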
# PfHsp40 rescue: compounds rescuing yeast from Plasmodium falciparum HSP40 toxicity; S. cerevisiae expressing PfHsp40, growth rescue, ATP luminescence; growth rescue, % at 12.5 µM; 340,000 compounds, 0.68% hits; in the data active = growth rescue above about 28%, passing the limit was not always enough; inconclusive = no clear call, values can overlap the other calls;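 note: yeast W303a lacking pdr1 and pdr3 grown in galactose medium; growth measured after three days at 30 °C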
# 3CLpro inhibitor: SARS-CoV 3CLpro protease inhibition | P0C6X7 | 290,000 compounds, 0.14% hits | inhibition, % at 6 µM | recombinant SARS-CoV 3CLpro, quenched FRET peptide cleavage; in the data active = inhibition above about 12%
# Anthrax LF inh2: anthrax lethal factor protease inhibition. multiplex microsphere protease cleavage assay, LF. inhibition, % at 10 µM. 360,000 compounds, 0.12% hits. P15917. AID 588501; note: plate controls were buffer without enzyme for full effect and enzyme alone for no effect
# Target sequence (P15917 whole entry, looked up): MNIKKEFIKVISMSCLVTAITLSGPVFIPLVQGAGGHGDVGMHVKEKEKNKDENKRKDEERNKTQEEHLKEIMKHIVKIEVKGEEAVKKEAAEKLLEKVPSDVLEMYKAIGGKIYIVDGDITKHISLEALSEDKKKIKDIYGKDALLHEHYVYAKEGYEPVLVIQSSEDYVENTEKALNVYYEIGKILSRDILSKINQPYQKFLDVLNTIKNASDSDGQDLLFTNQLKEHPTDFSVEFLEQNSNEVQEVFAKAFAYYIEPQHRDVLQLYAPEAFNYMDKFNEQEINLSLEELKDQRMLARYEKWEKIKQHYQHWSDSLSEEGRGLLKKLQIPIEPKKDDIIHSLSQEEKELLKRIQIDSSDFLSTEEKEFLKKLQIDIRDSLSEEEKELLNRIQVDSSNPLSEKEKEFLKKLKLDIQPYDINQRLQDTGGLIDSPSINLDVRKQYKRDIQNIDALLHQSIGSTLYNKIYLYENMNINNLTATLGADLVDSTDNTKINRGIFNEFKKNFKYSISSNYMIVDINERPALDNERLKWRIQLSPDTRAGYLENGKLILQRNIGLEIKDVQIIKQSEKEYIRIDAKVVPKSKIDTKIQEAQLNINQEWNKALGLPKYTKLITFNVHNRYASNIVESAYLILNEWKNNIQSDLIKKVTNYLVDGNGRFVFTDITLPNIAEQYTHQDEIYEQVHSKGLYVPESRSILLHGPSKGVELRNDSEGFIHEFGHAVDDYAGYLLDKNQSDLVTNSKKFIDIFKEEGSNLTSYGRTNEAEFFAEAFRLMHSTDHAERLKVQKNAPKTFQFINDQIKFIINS
# Numbers without * were called inactive; i = inactive; ? = inconclusive; . = no result given; & = joins results of further samples. Cut-off read from the data, not from the text of the source, unless noted: active = inhibition above about 30%; inconclusive = no clear call, values can overlap the other calls; inactive = below that.
SMILES,BoNT A protease,BH1578 lux ind,PrPC TRFRET,PriA SSB inh,PfHsp40 rescue,3CLpro inhibitor,Anthrax LF inh2
COc1ccccc1Oc1c(C)oc2c(CN3CCN(C)CC3)c(O)ccc2c1=O,.,.,3,.,.,3,.
Cc1ccc(C)c(OCC(=O)N/N=C/c2c(C)nn(-c3ccccc3)c2Cl)c1,.,.,-1,.,.,-3,.
COc1ccc(CN2CCN(c3ccccc3F)CC2)c(OC)c1,.,.,3,.,.,6,.
COc1ccc(S(=O)(=O)NC2CC(C)(C)NC(C)(C)C2)c(C)c1C,.,.,-8,.,.,-6,.
C=CCOc1ccccc1/C=c1\sc2nc(-c3oc4ccccc4c3C)nn2c1=O,.,.,1,.,.,2,.
Cc1ccc(NC(=O)COC(=O)c2ccc3c(c2)NC(=O)C2CCCN32)cc1C (stereo not given),.,.,-6,.,.,-2,.
CCOc1ccc(C2C(C(=O)C3CC3)N3C=C(C#N)C=CC3C2(C#N)C#N)cc1 (stereo not given),.,.,-8,.,.,4,.
CCOc1ccccc1N/C(=N/c1nc(C)cc(C)n1)NC(=O)Nc1ccc(Cl)c(Cl)c1,.,.,-10,.,.,0,.
Cc1n[nH]c(=S)c2nn(-c3cccc(Cl)c3)c(C)c12,.,.,36*,.,.,5,.
CN1C(=O)N(C)C(=O)C2(Cc3cc(N)ccc3N3CCN(c4ccccc4F)CC32)C1=O (stereo not given),.,.,0,.,.,2,.
Cc1cccc2c(Cl)cc(=O)[nH]c12,.,.,-9,.,.,-4,.
Cc1cc(N=Cc2c(O)n(-c3ccc(C)c(C)c3)c(=O)c3ccccc23)no1,.,.,-4,.,.,3,.
Cc1ccc2c(NC(=O)C3CC3)c(C)ccc2n1,.,.,1,.,.,-1,.
O=C(CCn1c(=S)[nH]c2cc3c(cc2c1=O)OCO3)N1CCc2ccccc2C1,.,.,2,.,.,2,.
COc1ccc(/C=C2/C(=O)NC(=O)N(C3CCCCC3)C2=O)cc1CSc1ccccn1,.,.,-6,.,.,-3,.
CCOC(=O)c1cnc(SCc2nc(N)nc(Nc3ccccc3OC)n2)nc1N,.,.,0,.,.,2,.
O=C1NCCCC2c3cc(O)c4ccccc4c3OC12N1CCCCC1 (stereo not given),.,.,-18,.,.,4,.
CCN(CC)c1ccc2cc(C(N)=O)/c(=N\NC(=O)c3ccncc3)oc2c1,.,.,-30,.,.,-1,.
COc1ccc2[nH]cc(C(=O)CN3CCN(C/C=C/c4ccccc4)CC3)c2c1,.,.,-8,.,.,-2,.
Cc1cc(NC(=O)COc2cccc3cccnc23)no1,.,.,8,.,.,-9,.
O=C1CC(Cc2ccccc2)C(=O)N1CCCn1ccnc1 (stereo not given),.,.,-7,.,.,3,.
Cc1c(C(=O)N2CC(C)OC(C)C2)sc2nc(-c3ccccc3)cn12 (stereo not given),.,.,5,.,.,0,.
Cn1c(=O)c2c(nc(NCCCN3CCOCC3)n2Cc2ccc(Cl)c(Cl)c2)n(C)c1=O,.,.,2,.,.,1,.
CNC(=S)NNC(=O)c1cccn(Cc2ccc(Cl)cc2Cl)c1=O,.,.,-6,.,.,1,.
CC(C)Cn1cc(C(=O)NC2CCN(Cc3ccccc3)CC2)c2c3ccccc3n(C)c2c1=O,.,.,-3,.,.,-1,.
Nc1nc(Nc2cccc3ccccc23)nc(C2CCCC2=O)n1 (stereo not given),.,.,0,.,.,2,.
O=C(c1cccs1)N(CCO)Cc1cc2cc3c(cc2[nH]c1=O)OCCO3,.,.,-3,.,.,-6,.
Cc1ccc(/C=C2\SC(=S)N(CC(=O)Nc3ncc(Cc4ccccc4Cl)s3)C2=O)cc1,.,.,2,.,.,3,.
CC1Oc2ccccc2N(Cc2ccccc2F)C1=O (stereo not given),.,.,4,.,.,-2,.
COc1ccc(N2CCC(CNC(=S)Nc3cccc(OC)c3)C2)cc1 (stereo not given),.,.,-4,.,.,0,.
CCOC(=O)c1cc(-c2ccc(Cl)s2)nc2c1c(C)nn2C,.,.,-2,.,.,4,.
CN(C)S(=O)(=O)N(CC(=O)Nc1ccccc1C(F)(F)F)c1ccccc1,.,.,0,.,.,5,.
c1ccc(Cn2c(-c3cccs3)nc3nc4ccccc4nc32)cc1,.,.,1,.,.,-7,.
CCN(Cc1cc2ccc(C)cc2[nH]c1=O)C(=O)c1ccncc1,.,.,-6,.,.,-3,.
O=C1CC(c2ccc(Cl)cc2)CC(O)=C1C=NCCN1CCNCC1 (stereo not given),.,.,5,.,.,-1,.
O=C(c1ccco1)[C@@H]1[C@@H]2C(=O)N(c3ccc(F)cc3)C(=O)[C@@H]2C2c3ccccc3C=CN21 (stereo not given in full),.,.,-2,.,.,-7,.
COc1ccc(-c2c(C)c3ccc(OCC(C)=O)cc3oc2=O)cc1,.,i,.,.,0.2,-4,.
CCCCCC#CCC#CCC#CCC#CCCCC(=O)O,.,9.7,.,.,?,-5,.
C[C@]12CC[C@@H]3c4ccc(O)cc4[C@@H](O)C[C@H]3[C@@H]1CC[C@@H]2O,.,-6.2,.,.,-1.6,0,.
CC1=C(C)CN2CC(C#N)=C(N)C2C1 (stereo not given),0.0,.,.,.,.,.,-8
Cc1ccc(Nc2nc(N)nc(N)c2N=O)cc1C,-0.9,.,.,.,.,.,-8
CC(C)=NNc1cnnc2ccc([N+](=O)[O-])cc12,0.3,.,.,.,.,.,-28
COC(=O)c1cc(=O)nc(NN=Cc2ccc(OC)cc2)s1,-0.2,.,.,.,.,.,3
O=C(c1ccccc1)c1nn(-c2ccccc2)c(=O)cc1-c1ccccc1,-0.3,.,.,.,.,.,-4
COc1ccc(CCNC(=O)c2cc3cc(Cl)ccc3nc2N)cc1OC,-0.2,.,.,.,.,.,0

# Looked up one by one from the entries so far:
SMILES,BoNT A protease,BH1578 lux ind,PrPC TRFRET,PriA SSB inh,PfHsp40 rescue,3CLpro inhibitor,Anthrax LF inh2
O=C(c1ccccc1)c1nn(-c2ccccc2)c(=O)cc1-c1ccccc1,-0.3,.,.,.,.,.,-4
COc1ccc(CCNC(=O)c2cc3cc(Cl)ccc3nc2N)cc1OC,-0.2,.,.,.,.,.,0
O=C1CC(c2ccc(Cl)cc2)CC(O)=C1C=NCCN1CCNCC1 (stereo not given),.,.,5,.,.,-1,.
O=C(c1ccco1)[C@@H]1[C@@H]2C(=O)N(c3ccc(F)cc3)C(=O)[C@@H]2C2c3ccccc3C=CN21 (stereo not given in full),.,.,-2,.,.,-7,.
COc1ccc(-c2c(C)c3ccc(OCC(C)=O)cc3oc2=O)cc1,.,i,.,.,0.2,-4,.

# Next section.
SMILES,BoNT A protease,BH1578 lux ind,PrPC TRFRET,PriA SSB inh,PfHsp40 rescue,3CLpro inhibitor,Anthrax LF inh2
CN(Cc1cccc(-c2ccncc2)c1)C(=O)Oc1ccc([N+](=O)[O-])cc1,-0.2,.,.,.,.,.,-5
Cc1ccc(-n2c(=O)[nH]c3ccccc3c2=O)cc1[N+](=O)[O-],0.0,.,.,.,.,.,2
COc1ccc(CCNC(=O)c2cc3ccc(Cl)cc3nc2N)cc1,0.6,.,.,.,.,.,7
Nc1nc2cc3c(cc2cc1C(=O)NCc1ccc(F)cc1)OCO3,0.6,.,.,.,.,.,2
CC1=CNC(=O)CC(C)(C)C1,-1.2,.,.,.,.,.,-7
CCOc1cc(C=NNC(=O)N(c2ccccc2)c2ccccc2)ccc1O,-0.8,.,.,.,.,.,-7
CN1CCCCC1Cc1ccccc1 (stereo not given),-0.2,.,.,.,.,.,8
CCC12CC1(C(=O)OC)C(=O)N1CCc3c([nH]c4ccccc34)C12 (stereo not given),0.6,.,.,.,.,.,-1
Cc1cc(Br)cn2c(Cc3ccsc3)c(C3CCCCC3)nc12,11,.,.,.,.,.,17
O=C(NCCNC(=O)c1cccnc1)c1cccnc1,0.2,.,.,.,.,.,-5
CC1(C)N=C(N)NC(=NCCCOc2ccc([N+](=O)[O-])cc2)N1,0.0,.,.,.,.,.,-6
CC1(C)CC2(C)OC2C2(C1)N=NC(=Nc1ccccc1)O2 (stereo not given),-1.2,.,.,.,.,.,-6
Cc1cc(=O)oc2c(N)nccc12,-4.2,.,.,.,.,.,-7
Nc1nc2ccccc2cc1C(=O)NCCCCc1ccccc1,-0.3,.,.,.,.,.,4
O=c1cc(-c2ccccc2)oc2c1CCCC2,-0.8,.,.,.,.,.,-3
Clc1ccc2nc(-c3ccccc3)c(Cc3ccsc3)n2c1,10,.,.,.,.,.,18
COc1ccc(CCN2C(=O)CCC3=C2CCCC3=O)cc1OC,0.2,.,.,.,.,.,-7
CCC1Nc2ncnc(N3CCc4ccccc4C3)c2N(Cc2ccc(Br)cc2)C1=O (stereo not given),-0.3,.,.,.,.,.,3
O=C(CCN1C(=O)CC1c1ccco1)N1CCOCC1 (stereo not given),-0.8,.,.,.,.,.,-8
CCCCn1c(OC(=S)N(CC)CC)cc(C)nc1=S,-0.6,.,.,.,.,.,-1
CC1=CC(Cc2ccccc2)N(C)C(C(N)=O)C1 (stereo not given),0.0,.,.,.,.,.,0
CCOC(=O)c1csc(-c2ccc(COC(=O)c3ccccc3)o2)n1,0.4,.,.,.,.,.,-8
O=C(NC[C@H](O)c1ccoc1)c1cc(C2CC2)on1,.,.,.,-4,.,.,.
O=C1NC2(CCN(S(=O)(=O)c3cccs3)CC2)C(=O)N1Cc1ccccc1,.,.,.,2,.,.,.
Cn1cc(S(=O)(=O)Nc2nc3ccccc3nc2NCCC2=CCCCC2)cn1,.,.,.,-16,.,.,.
CC1(C)COCN1C(=O)C1CCN(c2ccc(-n3cncn3)nn2)CC1,.,.,.,0,.,.,.
O=C(COc1ccccc1F)Nc1ccc2c(c1)N(C(=O)c1ccco1)CC2,.,.,.,3,.,.,.
COc1cccc2sc(Nc3nc4ccc5sc(C)nc5c4s3)nc12,.,.,.,-13,.,.,.
COc1ccccc1C(=O)NC(=S)N1CCNC(=O)C1CC(=O)OCC1CCCO1 (stereo not given),.,.,.,1,.,.,.
O=C(CCN1C(=O)/C(=C\c2ccco2)SC1=S)Nc1cccc(Br)c1,.,.,.,22,.,.,.

# Brought forward from above: four entries, followed by the next part.
SMILES,BoNT A protease,BH1578 lux ind,PrPC TRFRET,PriA SSB inh,PfHsp40 rescue,3CLpro inhibitor,Anthrax LF inh2
O=C(COc1ccccc1F)Nc1ccc2c(c1)N(C(=O)c1ccco1)CC2,.,.,.,3,.,.,.
COc1cccc2sc(Nc3nc4ccc5sc(C)nc5c4s3)nc12,.,.,.,-13,.,.,.
COc1ccccc1C(=O)NC(=S)N1CCNC(=O)C1CC(=O)OCC1CCCO1 (stereo not given),.,.,.,1,.,.,.
O=C(CCN1C(=O)/C(=C\c2ccco2)SC1=S)Nc1cccc(Br)c1,.,.,.,22,.,.,.
O=C(COc1ccccc1F)N1CCN(c2ncnc3c2nnn3-c2ccccc2)CC1,.,.,.,3,.,.,.
CS(=O)(=O)N1CC(C(=O)NC2CCN(Cc3ccccc3)CC2)C1,.,.,.,-4,.,.,.
CCOC(=O)C(C#N)=CNc1ccsc1C(C)=O,.,.,.,-11,.,.,.
Cc1nsc(C(=O)NCCN(C)C)n1,.,.,.,3,.,.,.
COC(=O)c1ccc(S(=O)(=O)NCC2(c3cccs3)CC2)cc1,.,.,.,-9,.,.,.
CCCCn1c(N=Cc2ccccc2NS(=O)(=O)c2ccc(C)cc2)nc2ccccc21,.,.,.,-18,.,.,.
COc1ccccc1/C=C1\SC(=S)N(NC(=O)c2ccccc2Cl)C1=O,.,.,.,-7,.,.,.
O=C(CCc1nc2sc3c(c2c(=O)[nH]1)CCCCC3)N1CCN(c2ccc(Cl)cc2)CC1,.,.,.,-2,.,.,.
COc1ccc(C=NNC(=O)c2cc(Br)ccc2O)cc1Cn1cc(Cl)cn1,.,.,.,5,.,.,.
O=C(c1cc(-c2cccs2)[nH]n1)N1CCN(c2nc3c(C(F)(F)F)cccc3s2)CC1,.,.,.,-15,.,.,.
Cc1cc(SCC(=O)Nc2ccc(F)c(Cl)c2)nc2ccccc12,.,.,.,-11&-5,.,.,.
O=C(NN=Cc1ccccc1OCC(=O)N1CCCC1)C(=O)Nc1ccccc1F,.,.,.,-11,.,.,.
Nc1ncnc(NNC(=O)CNC(=O)C23CC4CC(CC(C4)C2)C3)c1[N+](=O)[O-],.,.,.,1,.,.,.

# Some of the compounds tested; the hit share may differ from the screen's.
